# V-ATPase pHluor = yeast V-ATPase proton transport regulation by pHLuorin; S. cerevisiae, pHLuorin cytosolic pH fluorescence; response, % at 10 µM; 350,000 tested, 0.37% active; in the data active means response mostly above about 7.3%, no sharp cut-off; inactive means mostly below about 5.4%; further: actives read high; inactives centre near 0; some compounds called inactive have numbers as strong as hits; reference of the scale not given here
# Keap1-Nrf2 PPI = disrupts human Keap1 binding to Nrf2 peptide | inhibition, % at 9.4 µM | Keap1 Kelch-Nrf2 peptide fluorescence polarization, 1536-well | 340,000 tested, 0.15% active; in the data active means inhibition above about 12%;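 further: human Keap1 Kelch domain with fluorescein labeled Nrf2 9mer peptide probe; 0% = neutral control wells and 100% = peptide positive control; higher means more block of Keap1 binding to Nrf2 peptide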
# CAL PDZ FP-1 = blocks peptide binding to the human CAL PDZ domain; purified CAL PDZ, TMR-peptide fluorescence polarization, 1 h; 300,000 tested, 0.92% active; Q9HD26; inhibition, % at 24.9 µM; AID 602252;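 active means mean inhibition of at least 30% with at least half of replicates also reaching 30%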;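 further: 0% = DMSO neutral control and 100% = excess unlabeled competitor peptide PRC23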
# CAL PDZ FP-2 = blocks peptide binding to human CAL PDZ domain | purified CAL PDZ, TMR-peptide fluorescence polarization, 1 h | inhibition, % at 20 µM | 330,000 tested, 0.02% active | AID 504414;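 active means highest replicate inhibition of at least 40%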;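 further: plate controls were DMSO neutral control wells for no effect and unlabeled competitor peptide control wells for full effect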
#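 System: purified tagged CAL PDZ domain construct (CerCALP). Schedule: 1 h incubation at room temperature before polarization reading. Medium: 25 mM sodium phosphate pH 7.4, 150 mM NaCl, TCEP, IgG, Thesit. Read-out: percent inhibition from loss of millipolarization. Measured by: FP readout, S and P plane fluorescence. Probe or stimulus: fluorescent TMR peptide probe.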
# C-LANA FP = inhibitors of KSHV LANA C-terminal domain DNA binding | MBP-C-LANA/FAM-LBS DNA binding, fluorescence polarization | inhibition, % at 9 µM | 340,000 tested, 0.078% active;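 active means highest replicate inhibition at or above 60% at 9 µM, even if other replicates fall short; inactive means all replicates below 60% inhibition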;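 further: 0% = neutral control wells and 100% = 4 µM acridine orange control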
# DSG3 Ab inh = blocks pemphigus antibody binding to human desmoglein-3; P32926; DSG3-coupled beads, scFv-anti-DSG3-GFP binding, flow cytometry; hits give low values; binding (percent of control), % at 10 µM; 310,000 tested, 0.48% active; AID 588358;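 active means binding more than 3 SD below its plate's average and above zero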;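 further: hits lower antibody fragment binding to DSG3; some compounds called inactive have numbers as strong as hits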
# Arrestin-AP2 inh = inhibitors of human beta-arrestin and AP2 interaction; 340,000 tested, 0.31% active; FITC-arrestin peptide / GST-AP2 beads, flow cytometry; AP2 beta2 appendage carries R879A mutation; inhibition, % at 10 µM;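 active means inhibition above a set limit, near 3 SD of compounds lacking own fluorescence, cut at about 54% in these data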;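 further: plate controls were DMSO wells for no effect and 5 µM unlabelled arrestin peptide for full effect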
#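 Test system: GST-tagged AP2 beta2-adaptin appendage (R879A) on 4 µm glutathione beads; also added: fluorescein-tagged arrestin peptide at 50 nM final; timing: 12 min plus 1 h, RT; signal: flow cytometry, FL1 (488/535 nm); read-out: percent drop in bead-associated FITC signal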
# NSD2 inh = blocks human histone methyltransferase NSD2; 310,000 tested, 0.54% active; NSD2 peptide methylation, AlphaScreen, 120 min; inhibition, % at 12.5 µM; O96028; in the data active means inhibition above about 50%
# RTF Ca sens inh = cardiac RTF calcium desensitization; P19429+P45379; IANBD-labeled cardiac RTF, Ca2+ fluorescence; inhibition, % at 7.15 µM; 340,000 tested, 0.12% active;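 active means inhibition above the mean inhibition of all tested compounds plus 3 SD, cut at about 17% in these data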;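 further: assay run at fixed EC70 calcium of 1.6 mM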
# DAGLB inhibitor = blocks human DAGLB lipase activity; HEK293T DAGLB membrane lysate, EnzChek fluorogenic substrate; inhibition, % at 5.17 µM; 340,000 tested, 0.059% active; AID 504411; in the data active means inhibition above about 34%;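 further: 0% = enzyme with vehicle and 100% = wells lacking enzyme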
# Target sequence (Q8NCG7 whole entry, looked up): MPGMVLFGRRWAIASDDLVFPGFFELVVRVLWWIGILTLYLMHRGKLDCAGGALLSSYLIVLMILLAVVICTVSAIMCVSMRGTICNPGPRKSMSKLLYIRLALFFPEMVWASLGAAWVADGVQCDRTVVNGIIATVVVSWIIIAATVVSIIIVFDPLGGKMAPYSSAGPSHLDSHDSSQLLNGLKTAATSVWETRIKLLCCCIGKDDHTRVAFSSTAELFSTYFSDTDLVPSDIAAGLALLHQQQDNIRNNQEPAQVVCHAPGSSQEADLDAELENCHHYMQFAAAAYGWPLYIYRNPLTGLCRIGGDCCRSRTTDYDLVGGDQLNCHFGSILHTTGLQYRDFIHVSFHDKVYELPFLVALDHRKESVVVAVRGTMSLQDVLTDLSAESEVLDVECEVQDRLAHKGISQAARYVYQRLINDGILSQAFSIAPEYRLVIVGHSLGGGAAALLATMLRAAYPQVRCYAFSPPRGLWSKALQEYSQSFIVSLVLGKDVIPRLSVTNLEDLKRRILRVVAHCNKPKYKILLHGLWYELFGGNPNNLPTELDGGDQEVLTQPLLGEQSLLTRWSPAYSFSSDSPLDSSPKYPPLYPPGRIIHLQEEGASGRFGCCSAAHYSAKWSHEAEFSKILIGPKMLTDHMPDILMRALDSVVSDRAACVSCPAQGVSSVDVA
# * marks the source's active call; other numbers are inactive results; . = no result given. Some of the compounds tested; the hit share may differ from the screen's.
# Values in the order – V-ATPase pHluor	Keap1-Nrf2 PPI	CAL PDZ FP-1	CAL PDZ FP-2	C-LANA FP	DSG3 Ab inh	Arrestin-AP2 inh	NSD2 inh	RTF Ca sens inh	DAGLB inhibitor
COc1ccc(NC(=O)CCCOc2ccc(C)cc2)cc1S(=O)(=O)N1CCCCC1
    0	.	.	.	.	100	.	-1	.	-4
CC(C)C[C@H](N)c1nnc(S(=O)(=O)Cc2cccc(F)c2)o1
    -2	-8	-4	-0.2	0.1	97	-5	41	-6	-1
COc1ccc(CN2C(=O)C(Cc3ccccc3)Nc3ncnc(N4CCCCC4)c32)cc1 (stereo not given)
    1	-9	0	0.0	-2.9	99	3	.	-21	-1
O=C(Nc1cc(C(F)(F)F)ccc1N1CCCCC1)c1ccco1
    2	2	6	-0.5	-2.2	.	4	-1	7	-8
COc1ccc(C(=O)O/N=C(\C)c2ccccc2)cc1
    -2	2	0	-3.2	0.1	105	3	-5	2	-4
O=C(NCCC(=O)N(Cc1ccco1)Cc1cccs1)c1ccccc1Cl
    1	-6	-3	-0.4	-1.5	106	-6	2	-10	0
COc1ccc(-c2cn[nH]c2-c2ccc(O)cc2O)cc1
    -1	-3	-5	-2.3	-1.1	92	8	3	-2	-1
CS(=O)(=O)N1CCC(C(=O)Nc2ccc(F)cc2)CC1
    -2	-3	-5	-0.4	-1.5	92	11	0	-2	-1
NC(=O)c1ccc(NC(=O)COC(=O)c2c3c(nc4ccccc24)/C(=C\c2cccs2)CCC3)cc1
    0	-2	-2	-2.7	-1.1	90	-2	3	-5	-1
COc1ccc(C2/C(=C(/O)c3ccc(C)cc3)C(=O)C(=O)N2CC2CCCO2)cc1OC (stereo not given)
    1	0	4	-0.3	0.2	99	6	0	0	0
NC(=O)NS(=O)(=O)Oc1ccccc1
    0	3	-2	0.2	2.2	101	-4	.	8	-1
CCc1ccccc1NC(=O)CN1CCN(C(=O)CNC(=O)c2ccccc2F)CC1
    2	-3	-4	-2.5	2.5	.	-1	-1	-13	3
O=C(CCNS(=O)(=O)c1cccc2nsnc12)Nc1ccc2c(c1)OCCO2
    3	-1	-1	-0.8	0.3	98	-1	-4	6	0
CCOc1ccc(C(=O)CC(NCc2cccs2)C(=O)O)cc1 (stereo not given)
    0	-18	-2	-1.5	-0.5	147	5	0	-25	3
O=S(=O)(NCc1ccc(Cl)cc1)c1cnc[nH]1
    -1	1	-2	-1.7	0.5	103	15	-6	-1	3
Cc1ccc(NC(=S)NCCC(c2ccccc2)c2ccccc2)c(C)c1
    -4	-1	.	-0.1	0.7	105	28	0	-2	-8
O=C(C1CCCN(c2ncnc3c2nc2n3CCCCC2)C1)N1CCN(c2ccccc2F)CC1 (stereo not given)
    -4	-7	.	-1.1	-1.5	104	3	2	-3	-6
Cc1ccc(Sc2cc(C)nc(-c3ccccn3)n2)cc1
    1	-5	-5	-1.9	1.1	94	0	2	-9	1
COCc1nnc(N)s1
    -6	7	-4	0.4	-3.6	109	3	-2	-8	2
COc1ccccc1CNC(=O)C1CCN(S(=O)(=O)c2cccc3nonc23)CC1
    2	-3	-5	-0.7	0.7	.	18	2	-17	0

# Compound profiles (already shown).
# NC(=O)c1ccc(NC(=O)COC(=O)c2c3c(nc4ccccc24)/C(=C\c2cccs2)CCC3)cc1 across the screens: V-ATPase pHluor: 0; Keap1-Nrf2 PPI: -2; CAL PDZ FP-1: -2; CAL PDZ FP-2: -2.7; C-LANA FP: -1.1; DSG3 Ab inh: 90; Arrestin-AP2 inh: -2; NSD2 inh: 3; RTF Ca sens inh: -5; DAGLB inhibitor: -1
# CS(=O)(=O)N1CCC(C(=O)Nc2ccc(F)cc2)CC1 across the screens: V-ATPase pHluor: -2; Keap1-Nrf2 PPI: -3; CAL PDZ FP-1: -5; CAL PDZ FP-2: -0.4; C-LANA FP: -1.5; DSG3 Ab inh: 92; Arrestin-AP2 inh: 11; NSD2 inh: 0; RTF Ca sens inh: -2; DAGLB inhibitor: -1

# (list continues)
# Values in the order – V-ATPase pHluor	Keap1-Nrf2 PPI	CAL PDZ FP-1	CAL PDZ FP-2	C-LANA FP	DSG3 Ab inh	Arrestin-AP2 inh	NSD2 inh	RTF Ca sens inh	DAGLB inhibitor
c1ccc(-c2nnc3nc(N4CCCCC4)nc(N4CCCCC4)n23)cc1
    -3	-2	0	-0.6	0.5	.	-14	0	-1	-3
Cc1cc2cc3c(C)cc(=O)oc3c(C)c2o1
    4	-2	-1	-0.5	0.2	96	-6	-1	-4	-1
CC(C)CCC(=O)N1CCC(N2CCC(C(=O)NCc3ccccn3)CC2)CC1
    2	-5	2	0.1	1.3	108	11	0	0	1
COc1cccc(/C=C/c2n[nH]c(=O)c(C#N)c2C)c1
    1	3	-5	-2.8	1.2	.	-2	3	2	1
COc1cc(OC)c(-c2noc(C(=O)OC(C)(C)C)c2C(=O)OC(C)(C)C)c(OC)c1
    -2	5	-3	-0.4	-1.7	100	1	-4	-16	-4
COc1cc(/C=C/C(=O)C2C(=O)C=C(C)OC2=O)cc(OC)c1O (stereo not given)
    4	-2	-1	-1.6	0.3	110	15	0	-14	0
CC(/C=N/NC(=O)C(O)c1ccccc1)=C\c1ccccc1 (stereo not given)
    4	-3	-3	-1.6	0.2	105	15	5	11	-2
COc1cccc(C(=O)Nc2cc([N+](=O)[O-])ccc2N2CCN(C)CC2)c1
    0	-10	-3	-2.3	-0.2	.	2	4	-6	2
O=C(CCc1ccncc1)NC1CCCc2c1cnn2-c1cc(F)cc(F)c1 (stereo not given)
    14	1	3	-0.3	-1.2	101	7	-3	-7	0
C=CCn1c(SCC(=O)NC2CCCc3ccccc32)nnc1-c1ccncc1 (stereo not given)
    0	-2	-1	-0.8	3.3	105	-3	1	1	0
Cc1nc(Cc2nnc(SCC(=O)N3CC(=O)Nc4ccccc43)o2)cs1
    2	-2	.	0.0	0.9	96	6	0	0	4
COc1cccc(/C=N/n2c(COc3ccccc3)n[nH]c2=S)c1
    -3	-2	-1	-0.6	-1.4	104	8	21	0	6
COc1ccc(NC(=O)Cc2nnc(SCC(=O)Nc3nccs3)n2C)cc1
    4	1	1	-3.3	.	91	6	-7	-13	-5
CC(=O)Nc1ccc(N)cc1
    -2	-4	-19	-4.2	1.5	105	7	.	-1	0
COc1cc(NC(=O)C2CCN(c3cnccn3)CC2)cc(OC)c1
    -1	-3	-7	-3.3	-0.4	113	-4	-4	3	1
CCOc1cc(/C=C2\C(=O)N(c3cccc(C(F)(F)F)c3)C(=O)c3ccccc32)ccc1O
    -2	-4	13	0.0	-0.1	102	-7	2	2	0
CCOc1ccc(C2CC(c3ccc(OC)cc3)n3ncnc3N2)cc1 (stereo not given)
    2	1	-2	-0.1	-0.5	110	18	.	-1	2
COC(=O)C1=C(C)N(C)C(C)=C(C(=O)OC)C1c1ccncc1
    -4	-7	2	-1.5	0.0	104	6	-1	-16	3
CCN(CC(=O)NC(C)(C)C)C(=O)CCl
    -2	-2	-20	-0.9	-0.1	128	-11	-4	-12	2
Cc1c(N2C(=O)/C(=C/c3cccc4ccccc34)SC2=S)c(=O)n(-c2ccccc2)n1C
    -4	-2	2	-1.8	0.0	94	23	2	-2	1
Cc1ccc(S(=O)(=O)NCCC(=O)OCC(=O)N(Cc2ccccc2)C(C)(C)C)cc1
    1	1	0	-1.5	-0.5	97	42	-1	-4	-1
Clc1ccc(-n2cc(-c3ccc(Br)cc3)[n+]3c2CCCCC3)cc1
    0	-7	-1	-3.7	0.0	115	26	0	-5	1
S=C(NCC1CCCO1)Nc1cccc(Cl)c1 (stereo not given)
    -2	4	0	-2.2	0.9	100	-12	-3	6	0
CCCCn1nc(NC(=O)c2cccs2)c2cc3cc(OC)ccc3nc21
    -3	3	-2	0.9	1.4	114	-6	-10	-9	-1
CC(C)(O)C(=O)NNC(=S)NCc1ccco1
    -1	-4	-4	0.3	3.7	101	3	-2	-1	2
CC(Oc1ccc2ccc(=O)oc2c1)C(=O)NCCN1CCOCC1 (stereo not given)
    -7	2	-1	-3.0	1.4	104	3	-5	0	-7
CC1CN(Cc2c(O)ccc3c(=O)c(-c4ccccc4)coc23)CC(C)O1 (stereo not given)
    -3	-2	-3	-0.2	-1.6	112	5	-4	-3	-1
CCn1c(=O)n(CC)c2cc(N3CCCC3)c(NC(=O)c3ccccc3OC)cc21
    4	-1	-2	0.2	0.1	111	3	15	-10	1
COc1ccc(-c2nc(CS(=O)(=O)CC(=O)Nc3cccc(C(C)=O)c3)c(C)o2)cc1
    2	-2	-1	-2.1	0.1	102	6	-1	1	0
O=S1(=O)CC(O)C(NCc2ccco2)C1 (stereo not given)
    -1	-2	-3	-1.1	-0.4	99	23	-2	9	1
Cn1c(=O)c2sccc2n(Cc2ccc(Br)cc2)c1=O
    -1	-5	-6	-1.1	2.5	127	-7	-1	-6	0
COc1ccc(NS(=O)(=O)c2ccc(Oc3cccc(C(=O)O)c3)cc2)cc1
    2	-1	0	-0.5	-3.5	101	9	-9	6	-1
O=C(COC(=O)c1cccnc1SC(F)F)NC1CC1
    0	-3	-1	0.1	-0.7	.	24	1	-10	-3
Cc1ccc(-c2cnc(NC(=O)CCC(=O)N(C)Cc3ccccc3)n2C)cc1
    1	0	-9	-0.9	1.4	98	-3	2	4	1
COc1cccc(NC(=O)Nc2ccccc2SC)c1
    -5	-3	-2	-0.4	0.4	106	6	-3	-19	0
O=S(=O)(NCC1CCCN(Cc2ccccc2O)C1)c1cccc2cccnc12 (stereo not given)
    4	-2	-6	-1.3	-0.7	113	-2	4	-7	0
COc1ccc(CCNC(=O)CNS(=O)(=O)c2ccc(N(C)C)c([N+](=O)[O-])c2)cc1OC
    -1	0	9	.	-0.8	100	27	1	-2	-1
O=S1(=O)CCN(Cc2ccccn2)CC1
    0	3	-4	0.5	2.5	97	0	19	-1	2
Cc1sc2c(c1C)C(=O)/C(=C\Nc1ccccn1)S(=O)(=O)N2C
    -5	-1	.	-1.2	0.1	110	24	-1	3	-1
NNC(=O)CSc1nnnn1-c1ccccc1
    6	-3	-2	-1.5	-0.3	100	30	-4	3	-6
O=C(C[n+]1cc(-c2ccc(F)cc2)n2c1CCC2)c1cccs1
    -1	-3	.	-0.6	-0.2	113	1	-1	3	2
COCCN(Cc1cccs1)S(=O)(=O)c1csc(C(N)=O)c1
    -6	-2	1	-2.1	-1.4	102	-7	1	3	2
Cn1nnnc1SCc1nnc(-c2ccccc2Br)o1
    0	-8	-4	-2.2	2.3	105	-1	-1	-6	1
Cc1cccc(CSc2nc3nc(C)cc(C)n3n2)c1
    0	2	-3	-5.8	-0.4	95	24	0	-2	-1
Cc1cc(C)n(-c2nc3ccccc3n3cnnc23)n1
    -2	-2	-2	0.1	-0.7	92	7	-2	-7	0
C/C(N)=C(/C#N)C(=O)COC(=O)C1CCN(C(=O)c2ccc(Cl)cc2)CC1
    -2	4	-6	-0.4	2.1	.	7	6	-3	1
